# Pol iota inh – qHTS for Inhibitors of Polymerase Iota. AID 588590, 2011. DNA polymerase iota (Homo sapiens), Q9UNA4. actives 1% (n = 390,000). Pol iota fluorescent replication assay, 10 min. Potency, µM (highest dose often 115 µM), for the others: at the top dose activity, negative = inhibition, actives largely listed as inhibitors; note: potency is the fitted concentration of half-maximal effect
#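 Fluorescent replication assay read twice, at 0 min and 10 min after adding 50 nM (final) substrate. Enzyme (10 nM) and compounds were first incubated 15 min at room temperature; enzyme-free buffer wells were negative controls.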
# Pol eta inh – qHTS for Inhibitors of Polymerase Eta | actives 1.2% (n = 390,000) | AID 588591, 2011 | DNA polymerase eta (Homo sapiens), Q9Y253 | recombinant Pol eta, fluorescent DNA replication assay | Potency, µM (titrated, usually from 114 µM), for inactives: at the top dose activity change, negative = inhibition, usual class: inhibitors; note: potency is the fitted concentration of half-maximal effect; % is set by controls: 0 for no effect and ±100 for the full control effect
#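 Fluorescent replication assay: 50 nM final substrate added after a 15 min room-temperature compound preincubation with 10 nM enzyme. Signal taken at 0 min and again at 10 min.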
# Apoferritin bind – qHTS Assay for Identification of Novel General Anesthetics; actives 0.074% (n = 350,000); Potency, µM (top dose mostly 77.5 µM), for the others: at the top dose activity change, negative = displacement, actives largely listed as inhibitors; Ferritin light chain (Equus caballus), P02791; apoferritin/1-aminoanthracene competitive binding, fluorescence; note: potency is the fitted concentration of half-maximal effect; % is set by controls: 0 for no effect and ±100 for the full control effect; nearly all actives have a fitted effect of over 20% in size
# Target sequence (P02791 2-175 limits assumed): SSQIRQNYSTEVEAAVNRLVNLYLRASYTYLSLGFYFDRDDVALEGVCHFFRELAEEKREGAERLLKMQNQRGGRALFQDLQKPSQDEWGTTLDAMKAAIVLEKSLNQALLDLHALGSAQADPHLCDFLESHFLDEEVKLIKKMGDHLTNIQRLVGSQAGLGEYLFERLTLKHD
#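 10 uM apoferritin + 50% sat. 1-AMA, PBS; cpd 10 min RT; Ex380/Em535 endpoint; normalized to free probe vs complex; 4-param Hill fit; propofol titration as pos. ctrl.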
# POLK inh – qHTS for Inhibitors of Polymerase Kappa; DNA polymerase kappa (Homo sapiens), Q9UBT6; purified Pol kappa, fluorescent DNA synthesis assay, 10 min; Potency, µM (series often up to 107 µM), for inactives: at the top dose activity, negative = inhibition, usual class: inhibitors; actives 0.53% (n = 400,000); note: potency is the fitted concentration of half-maximal effect; % is set by controls: 0 for no effect and ±100 for the full control effect
# Target sequence (Q9UBT6 whole entry, looked up): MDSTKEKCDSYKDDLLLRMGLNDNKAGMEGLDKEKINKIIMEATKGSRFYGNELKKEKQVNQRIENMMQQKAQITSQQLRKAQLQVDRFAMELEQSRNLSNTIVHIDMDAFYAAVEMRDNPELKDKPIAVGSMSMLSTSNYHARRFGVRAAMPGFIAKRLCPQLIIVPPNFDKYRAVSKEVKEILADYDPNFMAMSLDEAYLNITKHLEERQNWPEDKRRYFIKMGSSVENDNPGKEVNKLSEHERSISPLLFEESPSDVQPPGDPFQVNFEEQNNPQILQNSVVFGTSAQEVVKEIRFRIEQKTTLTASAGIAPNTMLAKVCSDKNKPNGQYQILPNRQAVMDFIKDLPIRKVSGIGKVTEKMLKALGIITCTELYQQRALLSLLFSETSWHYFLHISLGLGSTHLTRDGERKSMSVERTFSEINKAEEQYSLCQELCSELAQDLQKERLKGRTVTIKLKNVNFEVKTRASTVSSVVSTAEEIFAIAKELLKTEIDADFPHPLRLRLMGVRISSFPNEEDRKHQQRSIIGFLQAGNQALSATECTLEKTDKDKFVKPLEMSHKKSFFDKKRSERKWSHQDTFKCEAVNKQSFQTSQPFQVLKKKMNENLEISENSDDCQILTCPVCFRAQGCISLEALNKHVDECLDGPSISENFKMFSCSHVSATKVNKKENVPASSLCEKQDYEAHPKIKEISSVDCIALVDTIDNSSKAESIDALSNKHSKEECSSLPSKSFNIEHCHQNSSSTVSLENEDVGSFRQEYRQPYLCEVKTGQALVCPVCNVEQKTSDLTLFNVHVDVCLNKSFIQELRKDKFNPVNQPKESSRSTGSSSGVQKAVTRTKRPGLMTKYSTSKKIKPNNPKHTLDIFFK
#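 First, compounds were pin-transferred onto 10 nM Pol kappa. After 15 min at room temperature, substrate was added to 50 nM final. Fluorescence was then measured kinetically at 0 and 10 min.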
# APE1 inh – qHTS Assay for Inhibitors of the Human Apurinic/apyrimidinic Endonuclease 1 (APE1). DNA repair nuclease/redox regulator APEX1 (Homo sapiens), P27695. recombinant APE1, TAMRA/BHQ-2 abasic DNA cleavage fluorescence. Potency, µM (titrated, usually from 65.8 µM), for inactives: top-dose activity change, negative = inhibition, actives largely listed as inhibitors. actives 0.35% (n = 350,000). AID 2517, 2012;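 note: potency is the fitted concentration of half-maximal effect; plate controls were vehicle for no effect and reference inhibitor for full effect; nearly all actives have a fitted effect of over 55% in size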
#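 Kinetic fluorescence read (525 ex/598 em nm, three reads 60 s apart) of AP-site incision; signal = third minus first read. Enzyme 0.75 nM, dual-labelled THF duplex 50 nM, compound preincubation 15 min RT.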
# RXFP1 antag – qHTS Assay for Antagonists of the Relaxin Receptor RXFP1. HEK293-RXFP1, relaxin-stimulated cAMP HTRF, 30 min; hits give low values. activity change, negative = inhibition, % at 57.5 µM. actives 0.59% (n = 350,000). AID 1259400, 2018;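 active = activity change of -60% or lower, but not beyond a set lower limit; inconclusive = change between -60% and -40%, or beyond the set limit; inactive = change above -40%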; note: % is set by controls: 0 for no effect and ±100 for the full control effect
# BLM inh – qHTS Assay for Inhibitors of Bloom's syndrome helicase (BLM); RecQ-like DNA helicase BLM (Homo sapiens), P54132; recombinant BLM DNA unwinding, fluorescence dequenching; Potency, µM (highest dose often 56.1 µM), for inactives: at the highest dose activity change, negative = inhibition, hits mostly inhibitors; actives 0.2% (n = 350,000);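 note: potency is the fitted concentration of half-maximal effect; plate controls were vehicle for no effect and no enzyme for full effect; nearly all actives have a fitted effect of over 35% in size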
# Pol beta inh – qHTS Assay for Inhibitors of DNA Polymerase Beta. P06746. Pol beta primer extension/strand displacement, fluorescence kinetic. Potency, µM (top dose mostly 114 µM), for inactives: at the top dose activity change, negative = inhibition, hits mostly inhibitors. actives 1.3% (n = 340,000). AID 485314, 2010; note: potency is the fitted concentration of half-maximal effect; % is set by controls: 0 for no effect and ±100 for the full control effect
#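 10 nM enzyme + cpd, 15 min RT; start with substrate 50 nM final; read 0 min and after 10 min RT. Corrected, normalized data; 4-parameter Hill curve fit.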
# PGK inhibitor – qHTS Assay to Find Inhibitors of Phosphoglycerate Kinase. Phosphoglycerate kinase, glycosomal (Trypanosoma brucei brucei), P07378. PGK/GAPDH coupled, Kinase-Glo luminescence, 60 min. Potency, µM (highest dose often 57.5 µM), inactives show at the highest dose activity change, negative = inhibition, actives largely listed as inhibitors. actives 0.043% (n = 380,000); note: potency is the fitted concentration of half-maximal effect; % is set by controls: 0 for no effect and ±100 for the full control effect; nearly all actives have a fitted effect of over 60% in size
#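 Luminescent ATP detection (Kinase-Glo Plus) follows a 60-minute room-temperature incubation, with wells lacking PGK as controls. Buffer: 100 mM TEA (pH 7.6), 5 mM MgCl2, 0.01% Tween-20. Coupling enzyme GAPDH (100 nM final) supplies unstable 1,3-BPG in-well.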
# * = called active by the depositor; i = inactive; ? = inconclusive; . = no result given; & = joins results of further samples; [ ] = another dose, or the depositor's remark. Unless noted, calls come from the whole dose curve; as a rule, active = well fitted curve in the direction sought with a large enough effect; inconclusive = small, poorly fitted or top-dose-only effect, or another doubt; inactive = no such curve, though single readings can be large; an effect the other way counts as inactive or inconclusive. This is a subset (hit frequency here may not be typical).
SMILES,Pol iota inh,Pol eta inh,Apoferritin bind,POLK inh,APE1 inh,RXFP1 antag,BLM inh,Pol beta inh,PGK inhibitor
O=C(c1ccccc1)c1nn(-c2cccc(Cl)c2)c2nc(-c3ccccc3)cc(=O)n12,11.0%,-1.1%,-9.8%,-1.8%,1.9%,.,-0.5%,31.3%,i
Oc1ccc(C(=S)N2CCN(Cc3ccccc3)CC2)cc1,?,-12.3%,0.0%,-5.3%,-2.5%,1.6,-1.8%,2.6%,6.2%
COc1ccc(CCNC(=O)c2ccc(Cl)nc2)cc1,47.4%[activator],7.7%,-4.6%,-4.7%,-8.3%,4.5,-0.5%,2.9%,-1.4%
Nc1cccc(N2C(=O)c3cccc4c(N)ccc(c34)C2=O)c1,1.5%,-3.8%,102.2%[activator],-23.4%,-4.4%,-4.2,1.0%,23.3%,-7.8%
COc1ccc(OC)c(C2=C[N+](=O)C(C)(C)C(C)(C)N2[O-])c1,8.3%,-5.0%,-1.2%,-3.6%,-1.8%,8.3,-6.9%,0.1%,0.0%
COc1ccc(-c2cc3ccc(O)cc3oc2=O)cc1,24.7%,-7.7%,.,-8.0%,-20.6%,19.9,-6.0%,7.9%,-8.5%
O=c1[nH]c2ccc(N/C(=N/S(=O)(=O)c3ccccc3)c3ccccc3)cc2[nH]1,123.7%[activator],-10.3%,5.3%,-6.8%,4.2%,-5.0,-1.9%,27.5%,i
CCOc1nc(Nc2ccc(F)cc2)nc(N2CCN(c3ccc(OC)cc3)CC2)n1,10.9%,-19.3%,-14.9%,-12.6%,12.8%,-4.4,-6.0%,4.8%,-0.6%
O=c1[nH]c(N2CCN(Cc3ccc4c(c3)OCO4)CC2)nc2c1CCCC2,170.3%[activator],-1.2%,0.1%,-8.2%,1.1%,9.1,-2.3%,8.1%,-4.6%
Cc1ccc(Cn2ccc(NC(=O)c3cc(-c4ccc(F)cc4)on3)n2)cc1,14.2%,5.1%,-4.7%,-8.0%,-7.0%,5.5,2.0%,71.9%,-1.7%
O=C(CN1CCN(c2ccccc2)CC1)Nc1ccc(Oc2ccccc2)cc1,13.8%,-12.6%,97.7%[activator],-0.5%,4.2%,-2.7,-17.9%,1.0%,-13.1%
CN1CCc2nc(SCC(=O)Nc3ccc(Cl)cc3)c(C#N)cc2C1,16.8%,-17.4%,.,-14.5%,.,-12.6,.,.,0.3%
CCNc1nc(Oc2ccc(=O)n(-c3ccccc3)n2)nc(N2CCOCC2)n1,12.0%,-9.8%,2.8%,-10.9%,3.0%,4.5,0.1%,4.0%,3.3%
O=c1ccc(-c2ccccc2)nn1Cc1c(F)cccc1Cl,2.4%,-10.6%,-17.6%,0.0%,.,.,-1.0%,1.2%,6.9%
O=C(NC(Cc1c[nH]c2ccccc12)C(=O)Nc1ccc(OC(F)(F)F)cc1)c1cccs1 (stereo not given),45.9%[activator],-16.9%,-4.8%,-22.1%,-3.8%,-70.8*,-10.3%,2.3%,6.2%
NC(=O)COC(=O)CCCSc1nc2ccccc2s1,143.1%[activator],-16.9%,-13.1%,-15.9%,-1.8%,-17.7,-0.6%,0.8%,-4.5%
CN(Cc1ccco1)C(=O)c1c[nH]c2ccc(S(=O)(=O)Nc3ccc4c(c3)OCCO4)cc2c1=O,-29.4%,?,4.4%,-20.1%,-0.9%,-32.2,-4.1%,?,-0.3%
Cc1cc(NC(=O)c2cccc(S(=O)(=O)N3CCC(C)CC3)c2)no1,16.1%,-5.9%,-17.9%,-2.8%,17.4%,-4.0,-6.5%,1.2%,i
Oc1ccc(NCc2cccs2)cc1,31.6µM*,-18.2%,0.4%,-12.1%,14.9%,-17.1,-2.9%,43.2%,-4.4%
CCCCNC(=O)CSc1nc(O)c(Cc2ccc(OC)cc2)c(=O)[nH]1,-9.6%,9.4%,0.9%,-2.1%,-2.1%,-2.0,-0.3%,-0.2%,-4.2%
O=C(c1ccc(Cl)c(S(=O)(=O)N2CCCCC2)c1)N1CCCC(C(F)(F)F)C1 (stereo not given),3.1%,-0.6%,.,-3.4%,-8.7%,6.7,.,.,0.6%
Cc1ccc(-c2nnn(CC(=O)N(Cc3ccccc3)C(C(=O)NC3CCCC3)c3ccncc3)n2)o1 (stereo not given),-15.3%,-10.6%,-20.2%,3.4%,-2.2%,-14.3,-8.3%,43.1%,i
CCOC(=O)Cc1csc(NC(=O)Cn2c(=O)oc3ccccc32)n1,?,0.7%,-6.0%,-18.8%,-0.6%,-7.7,-0.4%,-17.8%,5.0%
C=CCc1cccc(Cl)c1OCCCNC1CCCC1,-7.8%,11.0%,-5.2%,1.6%,0.8%,3.1,-10.4%,0.6%,-0.6%
C=CCN1c2ccccc2[C@]23C[C@@H](C(=O)OC)N(C(=O)OCC)C2=NC(C(=O)OC)=C(C(=O)OC)[C@H]13,30.0%[activator],-11.6%,.,-6.3%,-1.7%[12.4 µM],.,0.3%[12.4 µM],.,-9.2%
CC12CN3CC(C)(CN(C1)C3c1ccc3ccccc3c1O)C2=O (stereo not given),79.4µM*,-8.7%,-19.7%,-5.9%,12.2%,9.5,-2.6%,12.1%,3.4%
Cn1cnnc1SCC(=O)NNC(=O)c1ccc(Cl)cc1,2.9%,-6.5%,-2.6%,-5.5%,2.1%,11.1,-0.6%,33.9%,-4.3%
CCCSc1nc2sc3c(c2c(=O)[nH]1)CCN(Cc1ccccc1)C3,11.5%,?,-17.3%,-15.4%,2.7%,-3.6,-4.8%,39.8µM*,-2.3%
COc1ccc(/C=N/NC(=O)C(=O)NCC2CCCO2)cc1 (stereo not given),15.8%,-10.5%,-2.2%,0.3%,-0.1%,.,-2.2%,-0.7%,-5.2%
COc1ccc(NC2CCCN(C(=O)c3ccc(C)c(N4CCNC4=O)c3)C2)cc1 (stereo not given),18.5%,-12.4%,-2.9%,-1.5%,9.2%,-5.2,-1.7%,49.1%,-1.5%

# 4 entries from above, sorted by the number in Pol eta inh, falling.
Structure | Pol iota inh | Pol eta inh | POLK inh | APE1 inh | RXFP1 antag | BLM inh | PGK inhibitor
CCOC(=O)Cc1csc(NC(=O)Cn2c(=O)oc3ccccc32)n1 | ? | 0.7% | -18.8% | -0.6% | -7.7 | -0.4% | 5.0%
Cc1cc(NC(=O)c2cccc(S(=O)(=O)N3CCC(C)CC3)c2)no1 | 16.1% | -5.9% | -2.8% | 17.4% | -4.0 | -6.5% | i
Cn1cnnc1SCC(=O)NNC(=O)c1ccc(Cl)cc1 | 2.9% | -6.5% | -5.5% | 2.1% | 11.1 | -0.6% | -4.3%
Cc1ccc(-c2nnn(CC(=O)N(Cc3ccccc3)C(C(=O)NC3CCCC3)c3ccncc3)n2)o1 (stereo not given) | -15.3% | -10.6% | 3.4% | -2.2% | -14.3 | -8.3% | i

# Next results:
SMILES,Pol iota inh,Pol eta inh,Apoferritin bind,POLK inh,APE1 inh,RXFP1 antag,BLM inh,Pol beta inh,PGK inhibitor
COc1ccc(C)cc1NC(=O)NNC(=O)C1CCC(C(C)(C)C)CC1 (stereo not given),0.9%,-31.7%,?,-10.3%,4.0%,-4.5,-6.7%,15.7%,-7.0%
Cc1ccc(S(=O)(=O)NCc2ccccc2)cc1C(=O)NC1CCC(C)CC1 (stereo not given),-5.7%,2.1%,-12.7%,5.2%,-3.5%,1.1,-4.8%,-0.3%,-7.9%
CCOc1ccc(-c2cc(C(=O)N3CCN(c4ccc(C)cc4)C(C)C3)c3ccccc3n2)cc1 (stereo not given),10.4%,-13.2%,-6.3%,-14.5%[60.1 µM],.,-9.3,-7.9%,0.9%,0.1%
CCCCS(=O)c1c(O)c2ccccc2[nH]c1=O (stereo not given),113.6%[activator],4.0%,-10.3%,-19.8%,-0.1%,-0.6,-7.9%,-2.2%,-2.1%
Cn1c(C(=O)N2CCCC(C(=O)NCCc3ccccc3)C2)cc2sccc21 (stereo not given),8.2%,-11.9%,-8.3%,-7.6%,-15.8%,-15.9,-5.7%,-2.4%,.
COc1ccccc1-c1nc(-c2ccc(Br)o2)no1,-13.4%&8.6%,1.6%&-12.6%,1.7%&-20.0%,-7.4%[60.1 µM],-0.1%,-11.8,-5.7%&0.4%,13.2%&3.4%,i
CCN(CC)Cc1ccccc1CNC(=O)c1cccc(S(=O)(=O)Nc2ccc3c(c2)OCO3)c1,21.4%,-3.2%,.,-11.7%,39.6%,3.2,.,.,10.1%
O=C(/C=C/c1ccco1)Nc1cccnc1,37.8%[activator],-3.3%,-8.3%,-25.9%,14.8%,6.7,-13.1%,2.6%,2.6%
Cc1nnc(SC(C)C)n(N)c1=O,32.3%[activator],-19.8%,-0.5%,4.5%,-8.4%,-21.0,-1.2%,?,-4.1%
COC(=O)CCC(=O)OC1(C)C(=O)C2=CN(CCCCO)C(c3ccc(OC)cc3)=CC2=C(Br)C1=O (stereo not given),.,.,-5.9%,.,7.6%,.,-17.1%,-13.1%,.
CC(Sc1nc2sccc2c(=O)n1-c1ccccc1)C(N)=O (stereo not given),?,-25.8%,-8.3%,-3.7%,47.3%,2.4,-8.0%,?,-3.9%
CCCC(=O)OCCNC(=O)c1cc2ccccc2oc1=O,-1.2%,-7.3%,-10.6%,-11.6%,-0.4%,9.8,-4.1%,-2.2%,-7.5%
CCCCC1C2C(=O)N(c3ccccc3)C(=O)C2ON1c1ccccc1 (stereo not given),28.5%,-19.0%,-7.3%,5.3%,?,-3.6,-2.0%,2.4%,i
COc1ccc(CNC(=O)c2sc3nc4n(c(=O)c3c2C)CCC4)cc1,-13.7%,4.1%,-0.9%,-20.8%,.,-14.9,-2.4%,-10.5%,-8.1%

# High-throughput results deposited in PubChem by National Center for Advancing Translational Sciences (NCATS).
